# PRMT1 FP inh: PRMT1 methyltransferase inhibitors, primary screen, biochemical, fluorescence polarization; inhibition, % at 2.79 µM; actives 1.3% (n = 370,000); recombinant PRMT1, activity-based probe fluorescence polarization; Protein arginine N-methyltransferase 1 (Homo sapiens), Q99873;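 active = inhibition above about 21% made by adding two undisclosed values, limit read from the data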
# Tn6 DDE FP: inhibitors of Tn6 peptide binding to fibrin DD(E), primary screen, biochemical, fluorescence polarization, human fibrin, Tn6 probe | inhibition, % at 8.3 µM | Fibrinogen beta chain (Homo sapiens), P02675 | Fibrin DD(E) TRITC-Tn6 fluorescence polarization displacement | actives 0.21% (n = 370,000);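 active = inhibition above a per-campaign cutoff: mean of compounds within control limits plus 3 SD, cut at about 15% in these data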;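 note: 0% = median of all compound wells on the plate and 100% = blocking peptide control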
# Tn7 DDE FP: inhibitors of Tn7 peptide binding to fibrin DD(E), primary screen, biochemical, fluorescence polarization, human fibrin, Tn7 probe. FP displacement of FITC-Tn7 peptide from fibrin DD(E); 0% = median of compound wells per plate. inhibition, % at 8.3 µM. actives 0.13% (n = 370,000). AID 720508, 2013;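 active = inhibition above the mean of compounds falling within the control limits plus 3 SD of them, cut at about 14% in these data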;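 note: 0% = plate median of compound wells and 100% = 10 µM Aha-Tn7 peptide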
#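 Assay system: Fibrin-DD(E) protein isolated from polymerized human fibrin clots; read-out basis: percent inhibition; medium: Tris/NaCl/CaCl2 buffer, pH 7.8; signal: FP measurement; incubation: 10 min plus 3 h, room temperature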
# LEDGF integ inh: blockers of LEDGF/p75-dependent integrase strand transfer – biochemical, TR-FRET, high throughput, primary screen; HIV-1 integrase (with human LEDGF/p75); actives 0.64% (n = 370,000); inhibition, % at 3.7 µM; AID 743269, 2014; TR-FRET IN-LEDGF/p75 DNA integration, Eu/Cy5;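 active = inhibition above the screen-wide mean plus 3 SD, cut at about 13% in these data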;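 note: signal is the Cy5 over europium emission ratio at 671 and 618 nm; 0% = plate median of compound wells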
# TDP2 absorb: human TDP2 enzyme inhibitors, primary screen, biochemical, epi absorbance, recombinant enzyme; actives 0.34% (n = 370,000); Tyrosyl-DNA phosphodiesterase 2 (Homo sapiens), O95551; inhibition, % at 12.8 µM; T5PNP hydrolysis, p-nitrophenol absorbance 415 nm;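 active = inhibition above the mean of all tested compounds plus 3 SD, set per campaign, cut at about 25% in these data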;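 note: 0% = DMSO with enzyme and 100% = buffer with substrate but no TDP2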
# Target sequence (O95551 whole entry, looked up): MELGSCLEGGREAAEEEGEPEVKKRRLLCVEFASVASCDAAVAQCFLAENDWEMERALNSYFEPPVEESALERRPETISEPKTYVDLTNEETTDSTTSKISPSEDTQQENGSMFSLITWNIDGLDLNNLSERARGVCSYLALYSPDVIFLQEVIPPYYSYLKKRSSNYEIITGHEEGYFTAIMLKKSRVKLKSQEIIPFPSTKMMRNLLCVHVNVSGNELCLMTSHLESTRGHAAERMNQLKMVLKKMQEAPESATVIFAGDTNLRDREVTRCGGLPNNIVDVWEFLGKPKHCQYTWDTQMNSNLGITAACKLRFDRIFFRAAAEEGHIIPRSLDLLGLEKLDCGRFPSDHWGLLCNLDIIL
#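 Assay system: Recombinant human TDP2 | Quantity: 120 nM TDP2 per well | Incubation: 2 h at 37 °C | Signal: Epi absorbance | Evaluation: Percent inhibition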
# SIAE inh: human SIAE inhibitors, primary screen, biochemical, fluorescence polarization, FP-Rh probe, 1536-well HTS. Sialate O-acetylesterase (Homo sapiens), Q9HAT2. SIAE FP-Rh probe binding. inhibition, % at 9.66 µM. actives 0.69% (n = 370,000). AID 1053197, 2014;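 active = inhibition above a cutoff: mean of compounds within the control limits plus 3 SD of those, cut at about 17% in these data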;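 note: 0% = plate median of compound wells and 100% = probe without SIAE protein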
# Target sequence (Q9HAT2 whole entry, looked up): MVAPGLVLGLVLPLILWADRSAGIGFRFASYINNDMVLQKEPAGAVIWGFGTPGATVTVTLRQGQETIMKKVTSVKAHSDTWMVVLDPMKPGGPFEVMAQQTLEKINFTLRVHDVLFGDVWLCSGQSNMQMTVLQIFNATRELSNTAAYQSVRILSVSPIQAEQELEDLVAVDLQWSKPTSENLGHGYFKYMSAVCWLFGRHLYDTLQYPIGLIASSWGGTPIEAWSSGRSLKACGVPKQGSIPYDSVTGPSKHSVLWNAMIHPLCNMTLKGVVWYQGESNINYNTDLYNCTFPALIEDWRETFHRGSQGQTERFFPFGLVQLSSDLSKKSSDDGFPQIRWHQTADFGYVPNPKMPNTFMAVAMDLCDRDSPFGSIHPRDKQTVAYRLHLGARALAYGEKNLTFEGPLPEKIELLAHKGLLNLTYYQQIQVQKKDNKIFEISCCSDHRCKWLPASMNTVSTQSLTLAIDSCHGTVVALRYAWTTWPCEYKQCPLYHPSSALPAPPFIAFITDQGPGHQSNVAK
# MBD2 inh: inhibitors of MBD2 binding to methylated DNA, primary screen, biochemical, TR-FRET, DNA-binding domain, human | AID 686964, 2013 | MBD2 binding to methylated oligonucleotide | actives 0.31% (n = 370,000) | Methyl-CpG-binding domain protein 2 (Homo sapiens), Q9UBB5 | inhibition, % at 4.4 µM; in the data active = inhibition above about 13%
# TCR-CD3 inh: inhibitors of human TCR-CD3 interaction, primary screen, biochemical, fluorescence, TAMRA-labeled TCR probe. AID 651800, 2012. inhibition, % at 9.4 µM. T-cell receptor (TCR). actives 0.37% (n = 360,000); in the data active = inhibition above about 19%;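 note: recombinant mutant TCR 2C K166C tagged with TAMRA read by polarization; 0% = receptor in buffer alone and 100% = receptor with positive control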
# UHRF1 MBD2 ctr: UHRF1 methylated DNA binding inhibitors, primary screen, counter-screen for MBD2 inhibitor project, biochemical, TR-FRET, human UHRF1, single concentration. E3 ubiquitin-protein ligase UHRF1 (Homo sapiens), Q96T88. UHRF1 binding to methylated oligo. inhibition, % at 4.4 µM. actives 0.75% (n = 370,000). AID 687016, 2013; in the data active = inhibition above about 21%;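 note: UHRF1 SRA domain binding a hemimethylated CpG hairpin DNA probe; 0% = median of test compound wells and 100% = reference inhibitor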
# proKLK7 act: proKLK7 zymogen activators, primary screen, biochemical, fluorescence intensity; actives 0.9% (n = 370,000); Kallikrein-7 (Homo sapiens), P49862; activation, % at 7 µM; purified proKLK7, EDANS-DABCYL substrate fluorescence; 100% is mature enzyme control, 0% vehicle; AID 652039, 2013;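 active = activation above the mean of all tested compounds plus 3 SD, computed per campaign excluding outliers beyond control limits, cut at about 13% in these data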
# * marks the source's active call; other numbers are inactive results; . = no result given; & = joins results of further samples; ! = not confirmed by another sample.
SMILES,PRMT1 FP inh,Tn6 DDE FP,Tn7 DDE FP,LEDGF integ inh,TDP2 absorb,SIAE inh,MBD2 inh,TCR-CD3 inh,UHRF1 MBD2 ctr,proKLK7 act
CC(OC(=O)CNC(=O)c1sc2ccccc2c1Cl)c1ccccc1 (stereo not given),4,-6,5,-4,-8,-5,2,-5,1,0.1
Cc1oc(-c2cccs2)nc1CN1CCC(C(=O)N2CCCC2)CC1,2,-3,-1,-7,3,-2,-1,-2,0,0.3
CCOc1ccccc1CN1CCNC(=O)C1CC(=O)NC1CCCCC1 (stereo not given),-3,-2,8,2,-16,-7,-7,9,1,-0.5
O=C(O)c1cccc(N2CCCC2)c1,9,-8,0,2,-2,-6,9,-3,17,-7.9
Cc1cccc(C)c1OCC(=O)NC1CC1,6,-1,-3,-4,1,4,-1,-4,0,0.3
COC(=O)CSc1nnc(NC(=O)C2CC(=O)N(c3ccc(F)cc3)C2)s1 (stereo not given),4,-4,-1,1,0,-1,-5,5,-4,-0.4
O=C(Nc1oc2ccccc2c(=O)c1-c1ccccc1)c1ccco1,9,-2,7,3,-15,-3,3,-8,3,-0.9
CCOC(=O)c1c(CN2CCOCC2)n(-c2ccccc2)c2cc(Br)c(O)c(CN(C)C)c12,1,4,1,-1,-1,6,-6,8,-1,0.1
COC(=O)Nc1ccc(N2CCOCC2)c(S(=O)(=O)N2CCOCC2)c1,7,1,8,-4,1,1,1,-1,6,-0.2
COc1ccccc1CNS(=O)(=O)c1ccc(-n2cccn2)cc1,-3,2,2,2,-21,2,2,3,0,-0.2
O=C(NCc1ccco1)C(=O)NCC1OCCN1C(=O)c1ccc(Cl)cc1 (stereo not given),-1,3,3,2,4,-6,-5,-2,2,-0.1
C[C@H]1[C@@H](NC(=O)Cc2ccsc2)CC[C@@]23CCCN2C(=O)CCC[C@@H]13,-5,-3,-6,1,16,-3,1,.,1,.
O=C1c2ccccc2CC1Sc1nnc(-c2ccncc2)o1 (stereo not given),-3,-1,-8,-2,2,1,-1,7,-2,0.8
O=C(NC1CCc2ccccc21)c1cc(COc2c(F)cccc2F)on1 (stereo not given),0,-2,-4,2,18,-5,-1,0,-1,-0.1
CC(C)N(C(=O)CN1CCC(c2nc3ccccc3[nH]2)CC1)C(C)C,0,-6,1,1,0,-1,3,-7,0,-0.7
O=C(NC(=S)Nc1ccc2[nH]c(=O)[nH]c2c1)c1cc(Br)ccc1Cl,5,-5,-4,0,-3,-9,2,-8,1,-0.5
CSCCC(NS(=O)(=O)c1ccc(F)cc1)C(=O)NCc1ccc(S(N)(=O)=O)cc1 (stereo not given),-6,3,-1,1,7,4,-1,-1,-3,0.1
Nc1nnc(SCC(=O)NNC(=O)c2ccc(Cl)cc2)s1,15,3,-2,6,-8,-5,-9,2,-1,-0.2
COc1cc2c(cc1NC(=S)Nc1cccc(C(F)(F)F)c1)oc1ccccc12,3,6,-6,-1,11,-8,2,1,2,-1.8
NC1=NC(c2cccc(O)c2)n2c(nc3ccccc32)N1 (stereo not given),-1,-2,3,-2,4,0,6,-3,5,-0.1
O=C1CCc2cc(S(=O)(=O)NC(C(=O)N3CCN(c4ccccn4)CC3)c3ccccc3)ccc2N1 (stereo not given),4,2,1,-4,5,-1,9,1,2,0.1
CC1=C(C(=O)Nc2ccc(C(=O)NCCC(C)C)cc2)SCCO1,-1,2,0,-1,1,3,2,-3,-2,0.0
COc1cccc(OC)c1C(=O)Nc1c(C(=O)N2CCN(c3ccccn3)CC2)oc2ccccc12,2,1,-7,1,12,-9,-6,8,-2,0.7
CC(C)c1ccc(/C=N/N2CCCCC2)cc1,-7,7,-1,3,0,-5,6,7,-2,-0.1
CCOC(=O)c1cc(C(=O)NN)c(C)nc1C,1,5,4,0,7,5,1,-1,2,0.0

# Continued, overlapping the part above by 3 compounds.
SMILES,PRMT1 FP inh,Tn6 DDE FP,Tn7 DDE FP,LEDGF integ inh,TDP2 absorb,SIAE inh,MBD2 inh,TCR-CD3 inh,UHRF1 MBD2 ctr,proKLK7 act
COc1cccc(OC)c1C(=O)Nc1c(C(=O)N2CCN(c3ccccn3)CC2)oc2ccccc12,2,1,-7,1,12,-9,-6,8,-2,0.7
CC(C)c1ccc(/C=N/N2CCCCC2)cc1,-7,7,-1,3,0,-5,6,7,-2,-0.1
CCOC(=O)c1cc(C(=O)NN)c(C)nc1C,1,5,4,0,7,5,1,-1,2,0.0
C[C@@H]1C[C@H]2[C@@H]3C[C@H](F)C4=CC(=O)C=C[C@]4(C)[C@@]3(Cl)[C@@H](O)C[C@]2(C)[C@H]1C(=O)COC(=O)C(C)(C)C,3,-2,0,-2,3,-2,3,3,-2,0.3
Cc1ccc(N=C2SC(C(=O)Nc3ccc(OC(F)(F)F)cc3)C(N)=C2C(=O)Nc2c(C)cc(C)cc2C)cc1 (stereo not given),3,-3,-8,1,-18,-135,1,7,-5,-0.7
O=C(O)CCCN1C(=O)C2C3CC(C2C1=O)C1C(c2ccccc2)c2sc(=O)[nH]c2SC31 (stereo not given),12,1,-3,-2,-2,6,2,3,-3,0.4
CC1=CC(C)[C@H](/C=N/n2c(=O)[nH]c3c([nH]c4ccc(Br)cc43)c2=O)C(C)C1 (stereo not given in full),-3,5,3,3,0,-3,-8,1,-3,-0.9
Cc1oc(-c2ccc(Cl)cc2)cc1C(=O)N1CCC1(C)C(=O)O (stereo not given),23*,3,1,1,12,-2,2,3,0,-0.2
Cc1cc(C)c(NC(=O)C2CCN(S(C)(=O)=O)CC2)c(C)c1,-5,3,-8,-2,3,2,-4,2,5,0.0
COc1ccc(-c2nnc(NC(=O)c3ccc([N+](=O)[O-])o3)o2)c(OC)c1,-1,2,-3,4,2,-2,1,3,-3,-0.4
Cc1noc2ncnc(Sc3c(Cl)cccc3Cl)c12,-1,0,4,1,11,-2,2,-6,-2,-1.0
COC(=O)c1cc2c(c3c4cc(OC)ccc4n(S(=O)(=O)c4ccc(OC)cc4)c13)C(=O)N(C1CCCCC1)C2,-1,-9,-2,5,0,-2,-5,5,-4,-0.1
CC(=O)C1=C(C)NC(SCC(=O)Nc2nccs2)=C(C#N)C1c1ccccc1Cl (stereo not given),26*,1,-11,6,-6,-2,-8,5,0,1.5
CC(CN(C)Cc1nc(Cc2cccc(C(F)(F)F)c2)no1)CN1CCCC1 (stereo not given),2,-1,5,-1,-6,1,6,-4,4,0.0
C[C@H](CO)N1C[C@H](C)[C@@H](CN(C)Cc2ccc(C(=O)O)cc2)Oc2ccc(NC(=O)Cn3cnnn3)cc2C1=O,-2,2,3,1,3,-1,2,3,-1,0.0
Cc1cc(=O)c2cc(Cl)ccc2[nH]1,2,-4,5,-1,0,-2,-2,-3,0,-0.6
Cc1cc(C)nc(NC(=S)NC(=O)c2ccccc2F)n1,-2,3,-3,-4,7,-1,0,-18,2,0.0
Cc1ccc(C)c(NC(=O)CN(C)C(=O)Cc2ccc(Cl)cc2Cl)c1,-3,4,3,1,14,5,1,2,1,-0.2
C=CCN1/C(=C(\C#N)C2=NS(=O)(=O)c3ccccc32)N(C)c2ccccc21,3,-9,1,-1,15,-4,2,-2,2,-0.3
CCN1CCN(c2ccc(NC(=O)CCc3c(C)nc4c(-c5ccccc5)c(C)nn4c3C)cc2)CC1,1,5,-4,-3,-7,10,0,-2,-2,-0.6
CCN(CC)S(=O)(=O)c1ccc(C)c(NC(=O)CNc2cccc(S(=O)(=O)N3CCCC3)c2)c1,-2,8,2,-2,-13,-1,-3,7,0,0.4
O=S(=O)(N/N=C/c1cccc(OC2CSC2)c1)c1ccccc1,2,6,4,-3,-4,-3,-1,-5,5,-0.2
O=C(Nc1ccc2c(c1)OCCO2)C1c2ccccc2OCC(=O)N1CCCN1CCOCC1 (stereo not given),2,2,-2,-1,7,6,6,3,12,-0.2
Cc1cc(C)c(S(=O)(=O)c2ccccc2C)c(SCC(C)C)n1,6,-5,7,-4,-13,-5,7,3,9,-0.1
O=C(CC12CC3CC(CC(C3)C1)C2)NC(=S)N1CCCCC1,0,3,1,0,3,1,0,-1,-1,0.5
C/C(=N/Oc1nc(C)cc(C)n1)c1ccccc1,1,5,-2,0,-9,3,2,-2,0,-0.2
N#CC(C#N)=C/C=C(\Nc1ccc(Cl)cc1)c1ccc(Cl)cc1,0,-3,-1,-1,12,2,1,-9,1,1.3
COc1ccc(Cc2c(C(C)(C)C)nc3c(C)cc(Br)cn23)c(C)c1,5,3,5,-2,-3,2,5,-2,15,0.2
# Following part.
SMILES,PRMT1 FP inh,Tn6 DDE FP,Tn7 DDE FP,LEDGF integ inh,TDP2 absorb,SIAE inh,MBD2 inh,TCR-CD3 inh,UHRF1 MBD2 ctr,proKLK7 act
COc1ccc(C(=O)OCC(=O)Nc2ccc(N3CCOCC3)cc2)cc1OC,0,3,-3,2,-3,-1,2,-6,-3,0.0
CC1CCCCN1C(=O)CCS(=O)(=O)Cc1ccccc1 (stereo not given),4,-1,4,0,7,6,-7,-2,2,-0.4
CCOC(=O)c1sc(NC(=O)CSCc2c(C)noc2C)nc1C,-1,1,-3,0,10,2,-2,0,-1,-0.1
S=C(Nc1ccc2c(c1)OCO2)NC1CCN(Cc2ccccc2)CC1,-2,-7,2,-1,-2,3,-3,1,-3,-0.7
Cc1oc(/N=C/c2ccc(O)cc2O)c(C#N)c1C,12,-1,-1,2,7,1,2,-2,-6,2.8
CCCCn1c(N)c(N(CCC(C)C)C(=O)Cc2ccc(S(=O)(=O)N3CCOCC3)s2)c(=O)[nH]c1=O,6,0,3,-3,-9,-9,3,0,1,-0.1
CN(C)CCNC(=O)c1cccc(-c2cccc3nccn23)c1,1,3,2,-4,-8,5,-1,-7,-2,-5.2
CCC1Oc2ccc(C)cc2N(CC(=O)NCc2cc(OC)ccc2OC)C1=O (stereo not given),0,11,6,-1,3,4,1,5,-1,-0.4
O=c1[nH][nH]c(=O)c2cc([N+](=O)[O-])ccc12,3&-2,7&5,-8&6,2&2,-3&4,18*!,-1&-4,0&8,-2&-6,-0.6&0.2

# Screening results from PubChem.
